CHT inh = inhibitors of human choline transporter CHT; CHT-expressing cells, membrane potential dye, choline response; active compounds read low; AID 488975; B-score at 10 µM; 0.86% of 310,000 active;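 active = B-score over 3 SD under the library average, and starting fluorescence ratio not unusually high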;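 note: choline stimulus applied at its EC90 after an EC20 pre-addition; B-score computed on integrated fluorescence ratio after choline addition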
Target sequence (Q9GZV3 whole entry, looked up): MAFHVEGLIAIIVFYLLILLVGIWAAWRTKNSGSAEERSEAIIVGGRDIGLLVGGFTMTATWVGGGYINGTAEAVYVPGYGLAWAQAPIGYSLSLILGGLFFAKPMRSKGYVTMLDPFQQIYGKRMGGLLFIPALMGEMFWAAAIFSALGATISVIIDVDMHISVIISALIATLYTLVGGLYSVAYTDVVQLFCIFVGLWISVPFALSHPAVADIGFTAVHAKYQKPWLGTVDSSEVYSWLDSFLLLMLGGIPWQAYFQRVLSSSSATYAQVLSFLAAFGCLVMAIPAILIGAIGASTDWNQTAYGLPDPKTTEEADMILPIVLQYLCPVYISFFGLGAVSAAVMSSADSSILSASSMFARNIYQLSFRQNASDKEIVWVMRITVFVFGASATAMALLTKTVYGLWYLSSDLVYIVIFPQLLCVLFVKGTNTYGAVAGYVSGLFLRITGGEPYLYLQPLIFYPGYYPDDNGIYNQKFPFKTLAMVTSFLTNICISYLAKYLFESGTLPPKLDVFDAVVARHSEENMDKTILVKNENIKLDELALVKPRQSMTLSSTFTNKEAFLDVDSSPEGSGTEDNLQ
CHT PAM = allosterically activates the human high affinity choline transporter. Q9GZV3. CHT-expressing cells, membrane potential dye, choline EC20; active compounds read high; LV-AA mutant CHT in HEK293 cells. B-score at 10 µM. 0.49% of 310,000 active;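 active = initial fluorescence not abnormally high and integrated response B-score, plate-corrected, over 3 SD above library mean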
* hit, by the source's call.

Results for Oc1ccc(Br)cc1C=Nc1cccn2cc(-c3ccccc3)nc12 ?
CHT inh: inactive; CHT PAM: inactive

What do the screens show for `O=C(CSc1nc(O)c(Cc2ccccc2)c(=O)[nH]1)Nc1ccccc1`?
CHT inh: inactive; CHT PAM: inactive

How did COc1ccc(-n2c(SCC(=O)Nc3cc(C)on3)nc3ccc(O)cc3c2=O)cc1OC do in these assays?
CHT inh: inactive; CHT PAM: inactive

Results for CC(=O)NC1CCCc2c1cnn2-c1ccc(C(C)(C)C)cc1 (stereo not given) ?
CHT inh: inactive; CHT PAM: inactive

How did O=C(COCc1cc(-c2ccc3c(c2)OCO3)on1)N1CCN(c2cccc(C(F)(F)F)c2)CC1 do in these assays?
CHT inh: inactive; CHT PAM: inactive

What do the screens show for `CC1(C)CC(=O)C=C(Nc2ccc3c(c2)CCC3)C1`?
CHT inh: inactive; CHT PAM: inactive

How did C(=C\c1ccccc1)/CSc1nc2ncccc2[nH]1 do in these assays?
CHT inh: inactive; CHT PAM: inactive

Results for COc1ccc(-c2c(C#N)c(N)nc3c2CCCCCC3)cc1OC ?
CHT inh: inactive; CHT PAM: inactive

How did CC1=C(C(N)=O)C(c2ccc(Cl)cc2)n2nc(CCCO)nc2N1 (stereo not given) do in these assays?
CHT inh: inactive; CHT PAM: inactive

What do the screens show for `Cc1cc(-c2n[nH]c(=S)n2-c2ccc(F)cc2)nn1C`?
CHT inh: inactive; CHT PAM: inactive

Results for CC1CC(=O)C2=C(C1)Nc1nc3ccccc3n1C2c1cccnc1 (stereo not given) ?
CHT inh: inactive; CHT PAM: inactive

Results for Cn1c(CCN2CCCCCC2)nc2cc(NC(=O)Nc3ccccc3)ccc21 ?
CHT inh: inactive; CHT PAM: inactive

What do the screens show for `CC(NS(=O)(=O)OCC(Cl)(Cl)Cl)c1ccc(C(C)(C)C)cc1` (stereo not given)?
CHT inh: inactive; CHT PAM: inactive

Results for COc1ccc(C(=O)C2=NN(C(C)=O)CC2c2ccco2)cc1 (stereo not given) ?
CHT inh: inactive; CHT PAM: inactive

What do the screens show for `CS(=O)(=O)N(CC(=O)Nc1ccccc1C(=O)N1CCCC1)c1ccc2c(c1)OCO2`?
CHT inh: inactive; CHT PAM: inactive

Results for COc1ccc(/C=N/Nc2ncnc3scc(-c4ccccc4)c23)cc1OC ?
CHT inh: inactive; CHT PAM: inactive

How did COc1ccc(/C=N/n2c(C)nc3sc(C)c(C)c3c2=O)cc1OC do in these assays?
CHT inh: inactive; CHT PAM: inactive

What do the screens show for `COc1ccc(CCNC(=O)C2CC(=O)N(c3ccc(C)cc3)C2)cc1OC` (stereo not given)?
CHT inh: inactive; CHT PAM: inactive

What do the screens show for `CC(=O)Nc1ccc(S(=O)(=O)N(C)CC(=O)OCC(=O)N2CCCCCC2)cc1`?
CHT inh: inactive; CHT PAM: inactive

Results for O=C(c1cncc(Br)c1)N1CCN(S(=O)(=O)c2ccccc2C(F)(F)F)CC1 ?
CHT inh: inactive; CHT PAM: inactive

How did O=C(c1c(F)cccc1F)N1CCN(c2ncccn2)CC1 do in these assays?
CHT inh: inactive; CHT PAM: inactive

What do the screens show for `COc1ccc(CNc2ncccc2[N+](=O)[O-])cc1`?
CHT inh: inactive; CHT PAM: inactive

What do the screens show for `Cc1ccc(-c2nc(-c3cccnc3)sc2CC(=O)Nc2ccc(C)c(Cl)c2)cc1`?
CHT inh: inactive; CHT PAM: inactive

How did Cc1ccc(S(=O)(=O)N(C)Cc2ccc(C(=O)N/N=C3\CCCC(=O)C3)cc2)cc1 do in these assays?
CHT inh: inactive; CHT PAM: inactive

How did NC(=S)NC(c1ccccc1)c1ccncc1 (stereo not given) do in these assays?
CHT inh: inactive; CHT PAM: inactive

Results for CC(=O)Nc1cccc(OC(=O)c2ccoc2C)c1 ?
CHT inh: inactive; CHT PAM: inactive

Results for Cc1ccc(-n2c(C)cc(/C=N/NC(=O)c3ccncc3)c2C)cc1 ?
CHT inh: inactive; CHT PAM: inactive

Results for COc1ccc(N2CCN(CC(=O)Nc3ncc(C)s3)CC2)cc1 ?
CHT inh: inactive; CHT PAM: inactive

What do the screens show for `Cc1cc(C)cc(C(=O)N2CCN(Cc3ccc4c(c3)OCO4)CC2)c1`?
CHT inh: inactive; CHT PAM: inactive

Results for Cc1c(CN2CCC(CO)(CCOc3ccccc3)CC2)[nH]c2c(Cl)cccc12 ?
CHT inh: inactive; CHT PAM: inactive

How did CO/N=C(/CS(=O)(=O)c1ccc(Br)cc1)c1ccc(OC)cc1 do in these assays?
CHT inh: inactive; CHT PAM: inactive

How did CC(C)(C(=O)c1ccccc1)/[N+]([O-])=C/c1ccc(Br)cc1 do in these assays?
CHT inh: inactive; CHT PAM: inactive

What do the screens show for `O=C(NCc1ccco1)c1cc(NS(=O)(=O)c2cccc([N+](=O)[O-])c2)ccc1O`?
CHT inh: inactive; CHT PAM: inactive

How did CS(=O)(=O)N(Cc1ccccc1)c1ccc(C(=O)N2CCc3ccccc3C2)cc1 do in these assays?
CHT inh: inactive; CHT PAM: inactive

How did O=C(O)CCNC(=O)OCC1c2ccccc2-c2ccccc21 do in these assays?
CHT inh: inactive; CHT PAM: inactive

What do the screens show for `COc1ccccc1/C=C/C=N/NC(=O)c1cccs1`?
CHT inh: inactive; CHT PAM: inactive

Results for CCOC(=O)CSc1c(-c2ccc(Cl)cc2)[nH]c2ccccc12 ?
CHT inh: inactive; CHT PAM: inactive

How did CC(C)=C1C(=O)NN(c2ccc(F)c(Cl)c2)C1=O do in these assays?
CHT inh: inactive; CHT PAM: inactive

How did Nc1cc(=O)[nH]c(SCC(=O)Nc2ccc(Br)cc2)n1 do in these assays?
CHT inh: inactive; CHT PAM: inactive

Results for O=C(Cc1ccc(F)cc1)N(c1ccc(F)cc1)C1C=CS(=O)(=O)C1 (stereo not given) ?
CHT inh: inactive; CHT PAM: inactive

Results for COc1ccc(C(O)(CCc2ccccc2)CCN2CCCCC2)cc1 (stereo not given) ?
CHT inh: inactive; CHT PAM: inactive

How did COc1cccc(CNC(=O)C(=O)NCCC2CCCCN2S(=O)(=O)c2ccc(C)cc2)c1 (stereo not given) do in these assays?
CHT inh: inactive; CHT PAM: inactive

How did COC(=O)c1ccc(C(=O)OC)c(NC(=O)CSCc2ccc(Br)cc2)c1 do in these assays?
CHT inh: inactive; CHT PAM: inactive

What do the screens show for `CN1CCN(C(=O)Nc2ccccc2CC[N+](=O)[O-])CC1`?
CHT inh: inactive; CHT PAM: inactive

Results for O=c1c2ccccc2nnn1CSc1nnc(C2COc3ccccc3O2)n1-c1ccccc1 (stereo not given) ?
CHT inh: inactive; CHT PAM: inactive

How did CCOC(=O)Nc1nc(-c2ccccc2)c(C(=O)c2ccc(Cl)cc2)s1 do in these assays?
CHT inh: inactive; CHT PAM: inactive

How did CN(Cc1c(C(=O)N/N=C/c2cccc(Cl)c2)nnn1-c1nonc1N)c1ccccc1 do in these assays?
CHT inh: inactive; CHT PAM: inactive

What do the screens show for `Cc1ccc2nc(-c3cc(N)cc(N)c3)oc2c1`?
CHT inh: inactive; CHT PAM: inactive

How did CC(=O)c1cccc(NC(=O)CSCc2ccccc2)c1 do in these assays?
CHT inh: inactive; CHT PAM: inactive

What do the screens show for `O=C(O)C1CCCN1S(=O)(=O)c1ccc(Br)s1` (stereo not given) (tested in a mixture with another compound)?
CHT inh: inactive; CHT PAM: inactive

How did Cc1ccc(NC(=O)c2sccc2-n2cccc2)c(Cl)c1 do in these assays?
CHT inh: inactive; CHT PAM: inactive

How did O=C(O)c1ccc(CSc2ncn[nH]2)cc1 do in these assays?
CHT inh: inactive; CHT PAM: inactive

What do the screens show for `CCNc1nc2c(c(=O)n(C)c(=O)n2C)n1CCCc1ccccc1`?
CHT inh: inactive; CHT PAM: inactive

Results for O=S(=O)(c1ccc(NC(=S)N2CCN(c3ccc(O)cc3)CC2)cc1)N1CCOCC1 ?
CHT inh: inactive; CHT PAM: inactive

Results for Cc1ccc(NC(=O)CCNS(=O)(=O)c2ccc3c(c2)oc(=O)n3C)cc1 ?
CHT inh: inactive; CHT PAM: inactive

Results for CN(CCc1ccccn1)C(=O)Nc1cccc(Cl)c1 ?
CHT inh: inactive; CHT PAM: inactive

Results for CCc1ccc(S(=O)(=O)Nc2c(C)n(C)n(-c3ccccc3)c2=O)cc1 ?
CHT inh: inactive; CHT PAM: inactive

What do the screens show for `CCCSc1ccc([C@@H]2[C@H]3C(=O)N(CC)C(=O)[C@H]3[C@]3(C(=O)OC)CCCN23)cc1`?
CHT inh: inactive; CHT PAM: inactive

How did c1ccc(N2OCC3Cn4c(nc5ccccc54)C32)cc1 (stereo not given) do in these assays?
CHT inh: inactive; CHT PAM: inactive

What do the screens show for `COc1ccc(C(=O)NCc2nnc(SC)n2Cc2ccccc2)cc1`?
CHT inh: inactive; CHT PAM: inactive

Part of the list above in order of SMILES length, lowest first.
What do the screens show for `O=C(O)C1CCCN1S(=O)(=O)c1ccc(Br)s1` (stereo not given) (tested in a mixture with another compound)?
CHT inh: inactive; CHT PAM: inactive

What do the screens show for `CN1CCN(C(=O)Nc2ccccc2CC[N+](=O)[O-])CC1`?
CHT inh: inactive; CHT PAM: inactive

Results for CCc1ccc(S(=O)(=O)Nc2c(C)n(C)n(-c3ccccc3)c2=O)cc1 ?
CHT inh: inactive; CHT PAM: inactive

Results for Cc1ccc(NC(=O)CCNS(=O)(=O)c2ccc3c(c2)oc(=O)n3C)cc1 ?
CHT inh: inactive; CHT PAM: inactive

Results for O=c1c2ccccc2nnn1CSc1nnc(C2COc3ccccc3O2)n1-c1ccccc1 (stereo not given) ?
CHT inh: inactive; CHT PAM: inactive

Results for O=S(=O)(c1ccc(NC(=S)N2CCN(c3ccc(O)cc3)CC2)cc1)N1CCOCC1 ?
CHT inh: inactive; CHT PAM: inactive

How did COc1cccc(CNC(=O)C(=O)NCCC2CCCCN2S(=O)(=O)c2ccc(C)cc2)c1 (stereo not given) do in these assays?
CHT inh: inactive; CHT PAM: inactive

Going on with the list.
What do the screens show for `COc1ccc(C)cc1NC(=O)CSc1nc2scc(C)c2c(=O)[nH]1`?
CHT inh: inactive; CHT PAM: inactive

What do the screens show for `N#Cc1c(N)nc2c(c1-c1ccccc1)CCCC2`?
CHT inh: inactive; CHT PAM: inactive

Results for O=C(c1ccco1)N1CCCC(N2CCN(c3cccc(C(F)(F)F)c3)CC2)C1 (stereo not given) ?
CHT inh: inactive; CHT PAM: inactive

How did O=C(CCCC(=O)Nc1cccc(Br)c1)N/N=C/c1cc([N+](=O)[O-])ccc1O do in these assays?
CHT inh: inactive; CHT PAM: inactive

How did CCCC(=O)NCCc1cc2ccc(OC)cc2[nH]c1=O do in these assays?
CHT inh: inactive; CHT PAM: inactive

Results for CC(=O)Oc1c(C(C)C)cc(N(C(C)=O)c2ccccc2)cc1C(C)C ?
CHT inh: inactive; CHT PAM: inactive

What do the screens show for `C=CCOC(=O)C1=C(C)N=C2SCCC(=O)N2C1/C=C/c1ccccc1OC` (stereo not given)?
CHT inh: inactive; CHT PAM: inactive

What do the screens show for `O=C(O)CSCC(=O)Nc1ccc(C(F)(F)F)cc1`?
CHT inh: inactive; CHT PAM: inactive

How did CN1Cc2sc(N)c(C#N)c2CC1(C)C do in these assays?
CHT inh: -8.96*; CHT PAM: inactive

How did COc1ccc(C(=O)CSc2n[nH]c(=O)n2Cc2ccco2)cc1 do in these assays?
CHT inh: inactive; CHT PAM: inactive

How did c1ccc(CCNc2c3c(nc4ncnn24)CCC3)cc1 do in these assays?
CHT inh: -7.1*; CHT PAM: inactive

What do the screens show for `Cn1c2c(c(=O)n(C)c1=O)C1(C(=O)Nc3ccccc31)C(C#N)=C(N)O2` (stereo not given)?
CHT inh: inactive; CHT PAM: inactive

How did O=C(COc1ccccc1C(=O)NCC1CCCO1)Nc1ccc(Br)cc1 (stereo not given) do in these assays?
CHT inh: inactive; CHT PAM: inactive

Results for COc1cccc(CNC(=O)Cc2ccc(NC(=O)C3=C(C)OCCS3)cc2)c1 ?
CHT inh: inactive; CHT PAM: inactive

What do the screens show for `Cc1cc(/C=C2\SC(N)=NC2=O)c(C)n1-c1ccc(F)cc1`?
CHT inh: inactive; CHT PAM: inactive

Results for Cn1c(-c2ccc(F)cc2)cnc1NCc1ccc(C#N)cc1 ?
CHT inh: inactive; CHT PAM: inactive

Results for Cn1c(=O)oc2cc(S(=O)(=O)N3CCC(C(=O)NCc4cccs4)CC3)ccc21 ?
CHT inh: inactive; CHT PAM: inactive

Results for COc1ccc(OCc2nc(C#N)c(NCCCn3ccnc3)o2)cc1 ?
CHT inh: inactive; CHT PAM: inactive

What do the screens show for `COc1ccc(C(=O)Oc2ccc3ccc(=O)oc3c2)cc1OC`?
CHT inh: inactive; CHT PAM: inactive

How did CCOC(=O)C1(CCOc2ccccc2)CCN(Cc2cnc(C)[nH]2)CC1 do in these assays?
CHT inh: inactive; CHT PAM: inactive

For convenience, part of the list above:
What do the screens show for `O=C(O)CSCC(=O)Nc1ccc(C(F)(F)F)cc1`?
CHT inh: inactive; CHT PAM: inactive

How did CN1Cc2sc(N)c(C#N)c2CC1(C)C do in these assays?
CHT inh: -8.96*; CHT PAM: inactive

How did COc1ccc(C(=O)CSc2n[nH]c(=O)n2Cc2ccco2)cc1 do in these assays?
CHT inh: inactive; CHT PAM: inactive

How did c1ccc(CCNc2c3c(nc4ncnn24)CCC3)cc1 do in these assays?
CHT inh: -7.1*; CHT PAM: inactive

What do the screens show for `Cn1c2c(c(=O)n(C)c1=O)C1(C(=O)Nc3ccccc31)C(C#N)=C(N)O2` (stereo not given)?
CHT inh: inactive; CHT PAM: inactive

Remaining list, next part
Results for COc1ccc(S(=O)(=O)NCC2CCCN(C(=O)CNC(C)=O)C2)cc1 (stereo not given) ?
CHT inh: inactive; CHT PAM: inactive

Results for O=C(CN1CCN(c2ccccc2F)CC1)c1ccc2cc[nH]c2c1 ?
CHT inh: inactive; CHT PAM: inactive

How did O=C(Cc1cccc2ccccc12)NCC1CCCO1 (stereo not given) do in these assays?
CHT inh: inactive; CHT PAM: inactive

How did CCCN1C=CC(=CC=C(C#N)C#N)C=C1 do in these assays?
CHT inh: inactive; CHT PAM: inactive

Screens (PubChem)
